# Screening results: PubChem BioAssay, several laboratories
# LYP phosphatase – PTPN22 lymphoid phosphatase activity blockers – biochemical, fluorescence intensity, uHTS (AID 1779). recombinant LYP phosphatase, fluorescence intensity; higher % means a stronger effect. inhibition, % at 11.5 µM, or IC50 in µM where a hit was titrated. hit rate 0.054% among 290,000; in the data active = inhibition above about 50%;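 also: plate controls were vehicle with enzyme for no effect and no enzyme for full effect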
# Siah-1 displacement – blockers of Siah-1 interaction with plectin peptide – biochemical, fluorescence polarization, rhodamine-plectin, uHTS, primary screen (AID 1817). Siah-1 / rhodamine-plectin peptide fluorescence polarization; higher % means a stronger effect. displacement, % at 20 µM, or IC50 in µM where a hit was titrated. hit rate 0.02% among 290,000;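 active = displacement of at least 50% at 20 µM, with a fluorescence ratio check between 0.3 and a set limit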;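 also: plate controls were Siah plus tracer with DMSO for no effect and tracer alone without Siah for full effect; strong numbers were not always called active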
# GPR55 antagonists – GPR55 antagonists blocking LPI-driven arrestin recruitment, primary screen, imaging, U2OS, beta-arrestin-GFP, LPI agonist (AID 2013). U2OS GPR55 beta-arrestin-GFP translocation imaging, LPI antagonism; higher % means a stronger effect. hit rate 0.13% among 290,000. one-dose inhibition, % at 10 µM; IC50 in µM for titrated hits;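 active = spots per cell inhibited over 60%, with over 100 cells counted and total cytoplasm intensity under 500,000; inconclusive = wells with under 100 cells, flagged as likely toxic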;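 also: U2OS cells stably carrying GPR55 and arrestin-GFP stimulated by 5 µM LPI near EC80; imaged beta-arrestin-GFP aggregate spots per cell after agonist stimulation; plate controls were LPI-stimulated DMSO wells for no effect and DMSO wells without LPI for full effect; some results filed as inactive read as strong as hits; confirmed hits need IC50 under 10 µM and bright autofluorescent wells are also inconclusive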
# NTR1 ag – agonists of NTR1, primary screen, imaging, U2OS cells, beta-arrestin-GFP, high content (AID 493036). P30989. NTR1-U2OS beta-arrestin-GFP spot imaging, agonist mode. activation, % at 20 µM. hit rate 0.17% among 330,000;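 active = activation at or above 40% of the spot to cytoplasm intensity ratio, with at least 20 cells analyzed; inconclusive = wells under 20 cells, flagged as cytotoxic or low count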;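 also: 0% = DMSO without peptide and 100% = 100 nM NTR1 peptide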
# Target sequence (P30989 whole entry, looked up): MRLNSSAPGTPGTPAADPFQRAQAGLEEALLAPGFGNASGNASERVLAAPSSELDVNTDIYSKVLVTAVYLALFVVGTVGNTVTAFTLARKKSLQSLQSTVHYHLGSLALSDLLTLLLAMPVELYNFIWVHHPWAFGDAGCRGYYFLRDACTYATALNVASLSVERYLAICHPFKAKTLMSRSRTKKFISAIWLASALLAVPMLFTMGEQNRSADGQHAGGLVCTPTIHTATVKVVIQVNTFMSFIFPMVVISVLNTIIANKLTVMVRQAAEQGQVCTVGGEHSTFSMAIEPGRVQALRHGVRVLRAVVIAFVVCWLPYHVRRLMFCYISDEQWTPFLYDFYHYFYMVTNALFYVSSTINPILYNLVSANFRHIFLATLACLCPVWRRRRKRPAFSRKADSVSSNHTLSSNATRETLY
# GPR35 arrestin U2OS – inhibition of zaprinast-stimulated GPR35 beta-arrestin translocation – imaging, U2OS, beta-arrestin-GFP, zaprinast agonist, primary screen (AID 2058); U2OS GPR35 beta-arrestin-GFP translocation imaging, zaprinast antagonism; higher % means a stronger effect; one-dose inhibition, % at 10 µM; IC50 in µM for titrated hits; hit rate 0.052% among 290,000;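 active = inhibition of at least 50% with at least 30 cells and total cytoplasm GFP at most 10,000,000; inconclusive = under 30 cells or total GFP of 10,000,000 plus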
# MgcRacGAP inhibition – MgcRacGAP GTPase-activating activity inhibitors, confirmation, biochemical, ADP Hunter fluorescence; MgcRacGAP-stimulated Rac1 GTP hydrolysis, ADP Hunter fluorescence; higher % means a stronger effect; GST-tagged Rac1 F28L mutant substrate; one-dose inhibition, % at 30 µM; IC50 in µM for titrated hits; hit rate 0.6% among 340,000; AID 624330;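 active = first-screen hits whose inhibition reached a set limit at any dose in the follow-up dose series; inconclusive = inhibition above the set first-screen limit but never retested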;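 also: fluorescence reports GDP produced by GAP-driven GTP hydrolysis; strong numbers were not always called active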
# PhoP inhibition – inhibitors of PhoP regulon expression, primary screen, Salmonella Typhimurium, GFP reporter (AID 1863); S. Typhimurium PhoP-regulated promoter GFP reporter, 4 h; higher % means a stronger effect; inhibition, % at 50 µM, or IC50 in µM where a hit was titrated; hit rate 0.16% among 300,000;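 active = inhibition over 29.93%, a cutoff 3 SD above the screen mean, later confirmed by dose response; inconclusive = inhibition over 29.93% but no dose response follow-up; inactive = inhibition at most 29.93% or unconfirmed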;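 also: 0% = low Mg2+ inducing control and 100% = high Mg2+ repressing control; strong numbers were not always called active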
# HIV peptide binding – inhibitors of HIV fusion peptide binding, primary screen, biochemical, uHTS, fluorescence dequenching (AID 1986). cell-free peptide binding, fluorescence dequenching, 30 min; higher % means a stronger effect. one-dose inhibition, % at 20 µM; IC50 in µM for titrated hits. hit rate 0.3% among 290,000; in the data active = inhibition mostly above about 52%, no sharp cut-off; inactive = mostly below about 76%; also: some results filed as inactive read as strong as hits
# Myeloid diff MLP – promotes myeloid progenitor differentiation | ER-HoxA9 myeloid progenitors, lysozyme-GFP differentiation, flow cytometry | calls only at 10 µM | hit rate 1% among 360,000;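 active = normalized GFP-positive differentiation at or above the plate's own cutoff, the solvent-only control mean plus 3 SD; inconclusive = no clear call, values can overlap the other calls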;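 also: cells exposed to compound for four days before flow analysis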
# NTR1 ag cell count 20 µM – also measured in NTR1 ag; calls as there; cell count; measured here: cell count, cytotoxicity flag
# Myeloid diff MLP GFP+ MAC1+ % – second read-out of Myeloid diff MLP, no call of its own (marks repeat the call); GFP+ MAC1+ double positive, %; measured here: differentiation confirmed by MAC1 staining
# Numbers without * were called inactive; i = inactive; u = inconclusive; x = not tested or not shown; + = active, no number.
SMILES,LYP phosphatase,Siah-1 displacement,GPR55 antagonists,NTR1 ag,NTR1 ag cell count 20 µM,GPR35 arrestin U2OS,MgcRacGAP inhibition,PhoP inhibition,HIV peptide binding,Myeloid diff MLP,Myeloid diff MLP GFP+ MAC1+ %
CCCN(CCC)C(=O)c1cc2c(=O)[nH]c3ccc(C)cc3c2s1,-3%,7%,2%,3.6,37,-7%,4%,6%,1.2%,i,0.4
O=c1oc(-c2ccccc2Cl)nc2ccsc12,-8%,3%,15%,4.3,55,-5%,6%,-43%,0.7%,i,0.6
CN(C)S(=O)(=O)N1CCN(c2ccc(Cl)cc2)CC1,-4%,-2%,5%,3.0,60,-1%,9%,22%,-0.4%,i,1.0
Clc1cccc(CN2CCN(Cc3ccco3)CC2)c1,-7%,5%,-2%,-1.4,47,1%,x,-6%,-1.0%,i,0.1
COc1cc(C(=O)NC2CCCC2)c(Br)c(OC)c1OC,-8%,8%,-9%,1.9,89,-17%,11%,14%,-0.4%,i,0.1
COc1ccc(/C=C/C(=O)OCC(=O)c2c(N)n(C)c(=O)n(C)c2=O)c(OC)c1,-10%,-3%,5%,-1.7,73,-14%,7%,-2%,-0.8%,i,0.5
Cc1cc(C)n2nc(SCc3ccc(C#N)cc3)nc2n1,-9%,-1%,2%,-0.6,108,2%,4%,8%,-0.4%,i,0.8
Cc1cccc(NC(=O)c2ccc(NS(=O)(=O)c3c(C)noc3C)cc2)c1,-1%,-1%,0%,-4.0,84,1%,1%,-14%,-0.3%,i,1.2
COc1ccc(C)cc1NC(=O)CSc1ccc(-c2cccnc2)nn1,-4%,2%,0%,0.0,48,-14%,10%,-8%,0.7%,i,0.5
O=C(NCc1cccnc1)C(=O)NCC1OCCN1S(=O)(=O)c1ccc(Cl)cc1 (configuration not stated),-8%,4%,5%,3.5,50,1%,2%,5%,0.1%,i,3.3
O=C1NC2(CCCCC2)N(C(=O)c2ccccc2)C2=C1CCCC2,-6%,2%,6%,1.2,29,-2%,1%,1%,1.1%,i,0.9
CC1CCN(S(=O)(=O)c2ccc(C(C)C)cc2)CC1,-5%,8%,13%,1.5,30,1%,2%,6%,0.0%,+,0.8*
Cc1ccccc1NC(=O)CNC(=O)Cc1cccc2ccccc12,x,x,x,0.1,57,x,10%,-9%,x,i,0.4
O=C(NCc1ccc2c(c1)OCO2)c1cc(COc2c(F)cccc2F)on1,-1%,2%,16%,-0.5,58,-6%,10%,-5%,0.1%,i,0.8
CCCc1[nH]nc2c1C(c1ccc(OC(=O)N3CCOCC3)cc1)C(C#N)=C(N)O2 (configuration not stated),-7%,-2%,14%,0.8,51,2%,2%,2%,-1.3%,i,1.8
Cc1ccc(C)c(NC(=S)NC(NC(=O)OCc2ccccc2)C(Cl)(Cl)Cl)c1 (configuration not stated),-8%,2%,-1%,19,63,8%,5%,0%,-0.4%,i,0.2
COc1ccc(CNC(=O)CN(C(=O)c2csnn2)c2cnc3ccccc3c2)cc1,-4%,0%,4%,1.2,49,2%,3%,-7%,1.6%,i,0.6
Cn1c(SCC(N)=O)nnc1-c1ccccc1,1%,-1%,2%,-0.1,38,13%,11%,-1%,0.5%,i,4.4
O=C(CC1S/C(=N/N=C/c2cccs2)NC1=O)Nc1ccccc1F (configuration not stated),1%,0%,10%,-1.1,41,4%,4%,-8%,-1.9%,i,0.6
CCOC(=O)c1c(N)sn(-c2ccccc2)c1=S,3%,10%,5%,1.0,42,3%,10%,-5%,-1.0%,i,0.5
CN(C)S(=O)(=O)c1cccc(NC(=S)NN=C(Cc2ccccc2)Cc2ccccc2)c1,-6%,6%,4%,-0.2,54,1%,9%,-4%,2.1%,i,0.9
COC(=O)c1ccc(S(=O)(=O)NCCSc2nnc3c4ccccc4n(C)c3n2)cc1,-7%,-3%,0%,0.9,84,-19%,4%,5%,-0.7%,i,0.7
O=C(O)c1ccc2c(c1)C(=O)N(c1cccc(S(=O)(=O)Nc3cccc(C(F)(F)F)c3)c1)C2=O,-2%,-1%,0%,0.5,61,-6%,8%,8%,24%,i,0.0
O=C(Cn1c(=O)c(=O)n(Cc2ccccc2)c2ccc(Cl)cc21)NCC1CCCO1 (configuration not stated),1%,2%,3%,-1.1,45,-12%,7%,-10%,1.8%,i,0.3
Cc1cccc(NC(=O)CSc2cccc3cccnc23)c1C,-8%,3%,-4%,2.6,65,-4%,14%,9%,-1.5%,i,1.3
# The results go on:
SMILES,LYP phosphatase,Siah-1 displacement,GPR55 antagonists,NTR1 ag,NTR1 ag cell count 20 µM,GPR35 arrestin U2OS,MgcRacGAP inhibition,PhoP inhibition,HIV peptide binding,Myeloid diff MLP,Myeloid diff MLP GFP+ MAC1+ %
CC(=O)Nc1ccc(NC(=O)CSc2nnnn2C2CCCCC2)cc1,x,x,x,-1.3,52,x,0%,10%,x,i,1.5
CN1CCN(c2ccc(S(=O)(=O)N3CCOCC3)cc2NC(=O)COc2ccc(F)cc2Cl)CC1,-8%,2%,-12%,0.8,53,8%,2%,1%,-0.6%,u,x
Cc1ccc(S(=O)(=O)N(Cc2ccccc2)c2ccccc2C(=O)NCc2ccco2)cc1,1%,0%,3%,4.0,31,5%,8%,6%,-5.8%,i,2.1
O=C(NCc1nnc(SCC(=O)N2CCOCC2)o1)c1cccs1,-5%,-3%,2%,-1.2,88,2%,6%,-8%,0.5%,i,0.3
COc1ccc(OC)c(N=Cc2c(O)[nH]c3ccccc23)c1,-9%,-2%,4%,-0.6,64,-14%,3%,-9%,0.2%,i,1.3
O=C(Nc1nc2ccccc2n1CCN1CCCC1)C1CCCCC1,-1%,3%,37%,-2.4,59,3%,6%,13%,1.0%,i,0.8
O=C(C/C=N/OCc1ccc(F)cc1Cl)c1cnc(-c2ccccc2)s1,2%,0%,14%,0.2,61,0%,0%,-21%,7.7%,i,0.1
CCC(=O)Nc1ccc(/C(C)=N\NC(=O)c2ccc(OC)cc2)cc1,-6%,4%,11%,-0.1,83,6%,5%,-7%,-0.1%,i,0.7
Cc1ccc(C(=O)Oc2ccccc2C(=O)N2CCOCC2)cc1,-2%,-3%,0%,1.5,36,-7%,3%,-1%,-0.8%,i,12
CCOC(=O)c1c(C)oc2ccc(NS(=O)(=O)c3ccc4c5c(cccc35)C(=O)N4)cc12,-2%,4%,-12%,14,56,9%,7%,-5%,-0.7%,i,2.0
CCC(C(=O)Nc1c(C)cc(C)cc1C)N1CCCCCC1 (configuration not stated),-9%,10%,10%,-0.5,50,-2%,7%,0%,2.2%,i,0.8
COc1ccc(N=c2oc3c(OC)cccc3cc2C(=O)NCc2ccco2)cc1OC,3%,-1%,28%,8.0,73,1%,8%,-3%,1.6%,i,0.1
COc1ccc(Cl)cc1S(=O)(=O)N1CCC(C(=O)NCCc2ccccc2)CC1,-5%,1%,-1%,-0.7,75,5%,2%,-1%,-0.7%,i,0.2
CC(C)Nc1nc(NC(C)C)nc(N(C)C#N)n1,1%,-3%,10%,-1.0,55,7%,3%,-6%,53%,i,3.4
COCCCNc1ncnc2c1sc1nc(-c3ccco3)c3c(c12)CC(C)(C)OC3,0%,9%,3%,2.6,49,-6%,16%,x,6.1%,i,0.1
Cc1csc(NC(=O)CSc2nnc(-c3ccncc3)o2)n1,-3%,4%,19%,-1.1,39,-7%,2%,4%,-1.7%,i,0.5
O=C(CC1C(=O)NCCN1Cc1ccc(F)cc1)NCCCn1cccn1 (configuration not stated),-7%,6%,0%,1.7,76,13%,1%,-1%,0.3%,i,0.3
CCC(CC)NC(=O)COC(=O)c1cc(Br)ccc1Cl,-4%,5%,16%,0.1,51,-10%,7%,2%,-1.9%,i,0.3
COC(=O)c1cc(C(=O)NCCC(C)C)cc([N+](=O)[O-])c1,-8%,2%,-2%,-0.5,88,-2%,7%,3%,-1.0%,i,0.1
O=C1/C(=C/c2cccnc2)SC(=S)N1C1CCS(=O)(=O)C1 (configuration not stated),-5%,-12%,4%,3.3,52,-16%,8%,22%,0.2%,i,1.1
COc1cc(OC)cc(C(=O)NCCCN2CCOCC2)c1,-2%,27%,-2%,-1.4,42,-10%,6%,1%,2.3%,i,1.1
COc1cc(/C=C/C(=O)Nc2nnc(CC(C)C)s2)cc(OC)c1OC,-7%,0%,-1%,-0.1,69,-5%,5%,-17%,-0.3%,i,0.0
CCn1c(SCCC#N)nnc1-c1ccncc1,-4%,1%,6%,0.2,47,6%,4%,-4%,0.6%,i,2.7
O=C1c2ccccc2C(=O)N1CCCc1nc(-c2ccncc2)no1,-6%,4%,-13%,2.0,79,4%,11%,-17%,1.3%,i,0.8
COc1ccc(C2SCC(=O)N2CCCN(C)C)cc1 (configuration not stated),51%*,1%,-2%,1.4,40,-12%,10%,-2%,-0.2%,i,0.5
# More compounds follow:
SMILES,LYP phosphatase,Siah-1 displacement,GPR55 antagonists,NTR1 ag,NTR1 ag cell count 20 µM,GPR35 arrestin U2OS,MgcRacGAP inhibition,PhoP inhibition,HIV peptide binding,Myeloid diff MLP,Myeloid diff MLP GFP+ MAC1+ %
CCOC(=O)c1c(NC(C)=O)sc2c(O)c(CN3CCN(CC)CC3)ccc12,-4%,2%,14%,0.6,50,7%,18%,5%,-0.4%,i,3.2
COc1cc(/C=N\NC(C)=O)ccc1OC/C=C/c1ccccc1,-4%,7%,12%,2.8,54,6%,2%,3%,0.7%,i,0.0
Clc1ccc(CSc2ccc(-c3cccnc3)nn2)cc1,-2%,0%,-1%,1.7,53,2%,8%,4%,-0.3%,+,1.6*
O=C(CCCOc1ccc(Cl)cc1Cl)NNC(=O)c1ccc(NC(=O)c2ccccc2)cc1,2%,8%,3%,-1.1,55,-1%,6%,-7%,1.6%,i,0.5
CN(CC(=O)Nc1ccccc1Br)C(=O)CNC(=O)c1ccc(Oc2ccccc2)cc1,-6%,-3%,27%,-0.3,41,15%,6%,0%,-0.4%,+,18*
FC(F)(F)c1cc(Cl)c2nnc(-c3ccccn3)n2c1,-6%,3%,2%,1.3,85,4%,8%,6%,-2.0%,i,0.6
COc1ccccc1OCCC(=O)Nc1cccc(S(=O)(=O)N2CCCCC2)c1,4%,5%,-1%,0.3,45,4%,5%,5%,0.5%,i,2.6
CCOC(=O)CN(C(=O)CCC(=O)Nc1cc(C)on1)C(C(=O)NC1CCCC1)c1cccnc1 (configuration not stated),-10%,2%,28%,-2.0,56,-4%,-4%,10%,0.6%,i,2.6
